Measles CPE = protection of cells from measles virus | Measles virus-infected cells, CPE protection, absorbance | protection (pct of control), % at 4 µM | 140,000 compounds, 1.5% hits | AID 841; in the data active = protection mostly above about 24%, no sharp cut-off; inactive = mostly below about 26%; note: some compounds called inactive have numbers as strong as hits
HCT116 bCat-KO = beta-catenin-lacking colon tumor cell growth suppression. HCT116 beta-catenin knockout viability, CellTiter-Glo, 60 h; hits give low values. viability, % at 10 µM. 140,000 compounds, 1.5% hits;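 active = viability at or under a set limit, the compound median less 4 SD, cut at about 6% in these data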;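 note: 0% = Hyamine 1622 control at 20 µM and 100% = untreated cell control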
Yeast growth inh = yeast BB579 growth reduction in restrictive medium; AID 804; inhibition, % at 10 µM; S. cerevisiae BB579 growth, OD615, 48 h; 140,000 compounds, 0.51% hits;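 active = inhibition above a set limit, 3 SD over the mean compound inhibition, cut at about 44% in these data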; note: inactives centre near -24
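Test system: S. cerevisiae DeaD strain BB579 yeast; Medium: restrictive CSMM-D medium; Compound: one dose, 10 µM compound with 0.25% DMSO; Incubation: 4 h cell preincubation, 48 h compound exposure, 30 °C humidified; Signal: OD at 615 nm; Benchmarks: amphotericin B at 10 µg/mL as positive control.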
GALR2 blocker = GALR2 (human) receptor antagonism | GALR2-expressing cells, antagonist mode | inhibition, % at 4 µM | 140,000 compounds, 0.39% hits; in the data active = inhibition above about 27%;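 note: cells stimulated with galanin 1-16 at roughly its EC80; 0% = agonist challenge control and 100% = basal control without agonist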
Target sequence (O43603 whole entry, looked up): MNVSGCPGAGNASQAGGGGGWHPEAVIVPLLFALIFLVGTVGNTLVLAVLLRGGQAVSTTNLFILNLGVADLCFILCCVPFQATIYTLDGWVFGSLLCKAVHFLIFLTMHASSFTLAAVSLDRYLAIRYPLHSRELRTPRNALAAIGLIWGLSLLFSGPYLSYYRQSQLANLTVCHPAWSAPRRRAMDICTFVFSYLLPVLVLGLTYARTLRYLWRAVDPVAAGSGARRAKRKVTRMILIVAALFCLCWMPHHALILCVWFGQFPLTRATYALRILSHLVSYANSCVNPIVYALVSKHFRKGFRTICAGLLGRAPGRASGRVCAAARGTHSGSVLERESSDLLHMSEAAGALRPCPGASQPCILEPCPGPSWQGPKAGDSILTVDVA
Phagocyt inh = macrophage phagocytosis inhibition; J774A.1 macrophage IgG-bead phagocytosis, imaging; inhibition, % at 5 µM; 110,000 compounds, 0.07% hits;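 active = inhibition above the mean of the plate negative controls plus 5 SD, cut at about 13% in these data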;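 note: phagocytic index as fraction of beads internalized from green versus red external bead signal; plate controls were DMSO negative control for no effect and cytochalasin-D positive control for full effect; some results beyond the cut were filed as inactive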
NPY Y2 blocker = NPY-Y2 (human) receptor antagonism. P49146. AID 793. NPY-Y2 expressing cells, antagonist mode. 140,000 compounds, 0.99% hits. inhibition, % at 2.7 µM; in the data active = inhibition above about 17%;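 note: 0% = vehicle with agonist challenge and 100% = reference antagonist with challenge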
Target sequence (P49146 whole entry, looked up): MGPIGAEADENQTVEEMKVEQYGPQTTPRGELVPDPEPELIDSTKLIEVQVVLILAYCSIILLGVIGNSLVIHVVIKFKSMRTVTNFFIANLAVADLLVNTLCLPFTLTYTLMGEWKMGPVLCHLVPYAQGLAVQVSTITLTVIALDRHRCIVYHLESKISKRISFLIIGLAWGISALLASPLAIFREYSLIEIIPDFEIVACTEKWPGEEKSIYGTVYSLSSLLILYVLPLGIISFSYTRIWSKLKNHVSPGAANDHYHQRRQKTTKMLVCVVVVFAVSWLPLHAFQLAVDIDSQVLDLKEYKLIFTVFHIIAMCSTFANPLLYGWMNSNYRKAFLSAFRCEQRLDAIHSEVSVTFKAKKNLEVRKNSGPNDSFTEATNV
Yeast lifespan up = extends the lifespan of yeast; 130,000 compounds, 0.68% hits; AID 775; inhibition of the nicotinamide effect, % at 10 µM; S. cerevisiae growth with nicotinamide, OD615; deaD strain in restrictive glucose medium;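 active = inhibition above a set limit, placed 3 SD over the median of all compounds, cut at about 26% in these data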;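 note: 0% = nicotinamide-treated wells and 100% = cells grown without nicotinamide; some compounds called inactive have numbers as strong as hits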
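Material: Modified budding yeast, DeaD strain | Medium: Restrictive glucose medium | Probe or stimulus: 1.5 mM nicotinamide | Dosing: Single dose 10 µM compound, 0.25% DMSO | Times: 48 h at 30 °C | Technique: OD615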
HCT116 PTEN-null = PTEN-deleted cell growth suppression; AID 827; viability, % at 10 µM; 140,000 compounds, 1.2% hits; HCT116 PTEN-null viability, CellTiter-Glo, 60 h; hits give low values;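 active = viability at or below a set limit, 4 SD under the median of all tested compounds, cut at about 3.7% in these data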;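 note: PTEN knockout HCT116 line with beta catenin targeted HCT116 as companion control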
E-sel TNF inh = blocks E-selectin expression induced by TNF alpha; HUVEC TNFa-induced E-selectin immunofluorescence, high content; inhibition, % at 2 µM; AID 1246; 120,000 compounds, 0.71% hits;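 active = inhibition above the batch mean plus 3 SD, and confirmed as a hit on visual image review, cut at about 43% in these data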;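 note: 0% = TNF-stimulated DMSO wells and 100% = unstimulated control wells; not every result past the cut was called active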
MRP1 act = activators of MRP-1. H69AR cells + doxorubicin, viability rescue, CellTiter-Glo. viability increase, % at 10 µM. 140,000 compounds, 0.61% hits;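 active = viability gain under doxorubicin at or above a set limit, the compound median plus 3 SD, cut at about 4.7% in these data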;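 note: MRP-1 overexpressing cells given doxorubicin 25 µM after compound pretreatment; 18-22 h compound pretreatment then 72 h with doxorubicin before readout; 0% = doxorubicin-only wells and 100% = vehicle-treated cells without doxorubicin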
Numbers without * were called inactive; nt = not tested or not shown.

nr | Molecule | Measles CPE | HCT116 bCat-KO | Yeast growth inh | GALR2 blocker | Phagocyt inh | NPY Y2 blocker | Yeast lifespan up | HCT116 PTEN-null | E-sel TNF inh | MRP1 act
1 | O=C(Cn1cnc2cc([N+](=O)[O-])ccc2c1=O)Nc1ccc2c(c1)CCC2 | 16 | 112 | -78 | 9 | 0 | 4 | -10 | 100 | 12 | -1.0
2 | CCOC(=O)c1cnn(-c2ncnc3sc4c(c23)CCC4)c1N | 4 | 86 | -23 | 3 | -1 | 0 | -30 | 74 | nt | -4.3
3 | COc1ccc(F)cc1S(=O)(=O)N1CCCN(S(=O)(=O)c2cc(F)ccc2OC)CC1 | 3 | 92 | -10 | 16 | -5 | 8 | -20 | 84 | 21 | -1.6
4 | COC(=O)[C@@H](NC(=O)NCc1cccs1)C(C)C | 3 | 93 | 4 | -6 | 2 | 2 | -6 | 97 | nt | 0.6
5 | CC(=O)Nc1c(C(=O)N2CCCCCC2)cnn1-c1ccccc1 | 25 | 102 | -47 | 2 | 0 | 2 | -3 | 114 | -10 | -0.8
6 | COc1ccccc1OCc1ccc(C(=O)N2CCN(C)CC2)o1 | 13 | 101 | 2 | -5 | 0 | 1 | 7 | 93 | nt | 0.7
7 | Cc1ccc(NC(=O)Cn2nc([N+](=O)[O-])c(Br)c2C)cc1C | 14 | 78 | -21 | -4 | nt | 1 | -9 | 87 | -3 | -3.7
8 | O=[N+]([O-])c1cccc(-c2nc(-c3ccncc3)no2)c1 | 15 | 91 | -19 | 0 | nt | 4 | -23 | 80 | 5 | -2.6
9 | CN(C)CCNC(=O)COc1cccc(Cl)c1 | 16 | 90 | -19 | 3 | -1 | 3 | 1 | 88 | -1 | -2.4
10 | Nc1c(-c2ccccc2)c(CN2CCOCC2)nn1-c1ccc(F)cc1 | 17 | 88 | -3 | -15 | -12 | 2 | 9 | 89 | 46 | -2.5
11 | O=C(c1ccc2c(=O)n(C3CCCC3)c(=S)[nH]c2c1)N1CCN(C2CCCCC2)CC1 | 3 | 55 | -41 | -2 | -5 | 6 | -1 | 63 | -19 | -3.9
12 | Cc1ccccc1-c1nc(CS(=O)(=O)CC(=O)N2CCc3ccccc3C2)c(C)o1 | 9 | 74 | -13 | 4 | 0 | 9 | -9 | 81 | nt | -3.4
13 | CCS(=O)(=O)CCSc1nc2c(cc1C#N)CCCC2 | 11 | 108 | -37 | -17 | 1 | 3 | 32 | 106 | 10 | 1.0
14 | COc1ccc(NC(=O)Nc2ccc(OCC(=O)N3CCOCC3)cc2)cc1OC | 23 | 109 | -62 | 4 | 0 | 3 | -1 | 102 | 5 | -0.2
15 | COC(=O)c1cc(C(=O)Nc2nnc(C3CC3)s2)cc([N+](=O)[O-])c1 | 12 | 82 | -47 | -1 | -3 | 2 | -2 | 80 | -14 | -0.3
16 | CC1Oc2ccccc2N(Cc2ccccc2F)C1=O (stereo not given) | 5 | 92 | -51 | -2 | 0 | 3 | -19 | 97 | -18 | 0.7
17 | Cc1nc(CC(=O)NNS(=O)(=O)c2ccc(F)c(Cl)c2)cs1 | 8 | 93 | -40 | 4 | nt | 0 | 2 | 96 | nt | 0.4
18 | O=C(NC1(C(F)(F)F)N=C(c2ccccc2)NC1=O)c1ccccc1 (stereo not given) | 19 | 95 | -36 | -5 | -5 | 1 | 5 | 105 | 1 | -0.7
19 | CCOC(=O)CC(=O)CSc1nc(N)c(C#N)c(-c2ccc(F)cc2)c1C#N | 6 | 88 | -53 | -15 | -1 | -2 | 0 | 96 | nt | -0.7
20 | COc1ccc(Oc2ccccc2/C=C/C(=O)O)cc1 | 3 | 103 | -30 | -1 | -1 | 3 | -5 | 98 | nt | -0.6
21 | O=C(c1ccc(CNc2c(N3CCCC3)c(=O)c2=O)cc1)N1CCc2ccccc2C1 | 15 | 87 | -49 | 6 | 0 | 0 | -3 | 104 | nt | -1.3
22 | CC(C)COP(=O)(OCC(C)C)C(Nc1ccccc1)c1ccc(F)cc1 (stereo not given) | 4 | 53 | -36 | 2 | -7 | 23* | 6 | 57 | nt | -2.2
23 | Cc1ccc(NC(=S)NC(=O)/C=C/c2ccc(Cl)cc2)cc1 | 28 | 89 | -37 | -8 | nt | 2 | -4 | 80 | nt | -2.7
24 | O=C(NCC1CCCO1)c1ccc(Cl)c(F)c1F (stereo not given) | 4 | 85 | -25 | 2 | -3 | 0 | -7 | 101 | -16 | 0.0
25 | Cc1ccccc1NS(=O)(=O)c1cc(C(=O)NCCSC2CCCCC2)ccc1C | 6 | 67 | -26 | -10 | 0 | -2 | -16 | 48 | -15 | -4.5

An excerpt of these results, with one line to a screen.
#19 CCOC(=O)CC(=O)CSc1nc(N)c(C#N)c(-c2ccc(F)cc2)c1C#N
#20 COc1ccc(Oc2ccccc2/C=C/C(=O)O)cc1
#21 O=C(c1ccc(CNc2c(N3CCCC3)c(=O)c2=O)cc1)N1CCc2ccccc2C1
#22 CC(C)COP(=O)(OCC(C)C)C(Nc1ccccc1)c1ccc(F)cc1 (stereo not given)

compound no.	19	20	21	22
Measles CPE	6	3	15	4
HCT116 bCat-KO	88	103	87	53
Yeast growth inh	-53	-30	-49	-36
GALR2 blocker	-15	-1	6	2
Phagocyt inh	-1	-1	0	-7
NPY Y2 blocker	-2	3	0	23*
Yeast lifespan up	0	-5	-3	6
HCT116 PTEN-null	96	98	104	57
E-sel TNF inh	nt	nt	nt	nt
MRP1 act	-0.7	-0.6	-1.3	-2.2

Entries 14 to 15, quoted:
nr | Molecule | Measles CPE | HCT116 bCat-KO | Yeast growth inh | GALR2 blocker | Phagocyt inh | NPY Y2 blocker | Yeast lifespan up | HCT116 PTEN-null | E-sel TNF inh | MRP1 act
14 | COc1ccc(NC(=O)Nc2ccc(OCC(=O)N3CCOCC3)cc2)cc1OC | 23 | 109 | -62 | 4 | 0 | 3 | -1 | 102 | 5 | -0.2
15 | COC(=O)c1cc(C(=O)Nc2nnc(C3CC3)s2)cc([N+](=O)[O-])c1 | 12 | 82 | -47 | -1 | -3 | 2 | -2 | 80 | -14 | -0.3

Remaining list, next part
nr | Molecule | Measles CPE | HCT116 bCat-KO | Yeast growth inh | GALR2 blocker | Phagocyt inh | NPY Y2 blocker | Yeast lifespan up | HCT116 PTEN-null | E-sel TNF inh | MRP1 act
26 | COc1ccc(C(=O)n2nc(C)cc2Nc2ccccc2)cc1 | 10 | 83 | -36 | 5 | -1 | 1 | -13 | 85 | 10 | -1.5
27 | COc1cc(/C=N/N2CCN(C3c4ccccc4-c4ccccc43)CC2)ccc1O | 3 | 28 | -79 | -16 | 0 | 3 | -21 | 26 | -28 | -1.8
28 | CCCOc1ccccc1C(=O)N(Cc1cccs1)C1CCS(=O)(=O)C1 (stereo not given) | 10 | 91 | 2 | -5 | 0 | 1 | -14 | 94 | 27 | -1.6
29 | CCCCNc1nc2c(c(=O)n(C)c(=O)n2C)n1Cc1cccc(OC)c1 | 8 | 57 | -32 | -12 | nt | 1 | nt | 60 | -29 | -2.0
30 | O=c1c(Cc2ccc(F)cc2)c(O)ccn1C1CCCCC1 | 6 | 93 | -26 | -18 | 0 | 11 | 16 | 94 | nt | -2.6
31 | O=C(CCN1C(=O)c2ccccc2C1=O)Nc1ccccc1C(=O)N1CCOCC1 | 2 | 99 | -26 | -1 | -1 | 3 | -1 | 95 | 31 | -1.1
32 | COC(=O)CC1=Nc2ccccc2NC(=O)C1 | 14 | 93 | -22 | -3 | -1 | 1 | -12 | 97 | 4 | -1.0
33 | S=C(NCCSCc1c(Cl)cccc1Cl)Nc1ccccc1 | 11 | 62 | 11 | -2 | nt | 1 | -7 | 63 | 38 | -1.6
34 | Cc1nc(SC2CC(=O)N(c3ccc([N+](=O)[O-])cc3)C2=O)nc2c1CCCC2 (stereo not given) | 10 | 104 | -22 | -12 | nt | 3 | -13 | 85 | 11 | -3.1
35 | CCOc1ccccc1NC=C1C(=O)OC2(CCCCC2)OC1=O | 31 | 96 | 7 | 3 | -1 | 2 | -14 | 111 | -15 | -2.6
36 | CC1Cn2c(nnc2-c2ccccc2O)S1 (stereo not given) | 8 | 96 | -16 | 0 | 0 | 2 | -11 | 114 | 18 | -0.9
37 | COc1n[nH]c(C(=O)Nc2cc(F)ccc2C)c1[N+](=O)[O-] | 7 | 97 | -13 | 2 | -2 | 2 | 16 | 102 | 0 | -1.3
38 | CCOC(=O)c1cccnc1SC(CC)C(=O)NCc1ccco1 (stereo not given) | 12 | 91 | -70 | 4 | 0 | 1 | -3 | 99 | -22 | -1.4
39 | FC(F)(F)c1cccc(NC(=S)NC(c2ccccc2)c2ccccc2)c1 | 24 | 56 | -42 | 10 | nt | -2 | 12 | 54 | nt | -3.0
40 | O=C(CSC1=NCCN1)NC1CCCCCC1 | 12 | 47 | -39 | 9 | -2 | -1 | -8 | 66 | 3 | 0.6
41 | COC(=O)C(/C=N/OCc1ccc([N+](=O)[O-])cc1)NC(=O)c1cccc(Cl)c1 (stereo not given) | 10 | 91 | -42 | -6 | -2 | 1 | 0 | 89 | 12 | -1.1
42 | Cc1cc(=S)cc(C)n1CCCn1ccnc1 | 4 | 95 | 24 | 13 | -1 | 1 | -4 | 99 | -78 | 1.0
43 | COc1ccc(S(=O)(=O)NCCC(C)C)cc1OC | 12 | 85 | -13 | -10 | -4 | 5 | -2 | 88 | nt | -3.6
44 | c1ccc2c(c1)OCCOCCOCCOCCOCCOc1ccccc1OCCOCCOCCO2 | 15 | 31 | -27 | -13 | -5 | 12 | 1 | 30 | nt | -5.3
45 | CC1=C(C(=O)Nc2ccccc2C)C(c2ccccc2)NC(=O)N1 (stereo not given) | 21 | 89 | -23 | -5 | 3 | -1 | 2 | 95 | 3 | -3.0
46 | COC(=O)CC(N)c1ccc(OC)c2ccccc12 (stereo not given) | 12 | 102 | -31 | 2 | -2 | 4 | 1 | 100 | -10 | -1.0

Ordered by length of the SMILES (ascending): part of the list above.
nr | Molecule | Measles CPE | HCT116 bCat-KO | Yeast growth inh | GALR2 blocker | Phagocyt inh | NPY Y2 blocker | Yeast lifespan up | HCT116 PTEN-null | E-sel TNF inh | MRP1 act
46 | COC(=O)CC(N)c1ccc(OC)c2ccccc12 (stereo not given) | 12 | 102 | -31 | 2 | -2 | 4 | 1 | 100 | -10 | -1.0
33 | S=C(NCCSCc1c(Cl)cccc1Cl)Nc1ccccc1 | 11 | 62 | 11 | -2 | nt | 1 | -7 | 63 | 38 | -1.6
38 | CCOC(=O)c1cccnc1SC(CC)C(=O)NCc1ccco1 (stereo not given) | 12 | 91 | -70 | 4 | 0 | 1 | -3 | 99 | -22 | -1.4
28 | CCCOc1ccccc1C(=O)N(Cc1cccs1)C1CCS(=O)(=O)C1 (stereo not given) | 10 | 91 | 2 | -5 | 0 | 1 | -14 | 94 | 27 | -1.6
